yeast cln2 rad14 – NCI yeast anticancer drug screen, S. cerevisiae cln2 rad14 strain. growth inhibition, % at 50 µM. 78,000 compounds, 8.3% hits. AID 165, 2004;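 further: 0% = growth of vehicle-only cultures of the same strain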
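Compounds are applied to the cln2 rad14 yeast strain, and growth is then compared with that of vehicle-treated cultures to give inhibition.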
yeast mec2-1 – NCI yeast anticancer drug screen, S. cerevisiae mec2-1 strain; growth inhibition, % at 50 µM; 79,000 compounds, 9% hits;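 further: 0% = growth of vehicle-only cultures of the same strain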
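Using mec2-1 yeast: add compound, measure growth, express inhibition versus vehicle-treated cultures.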
yeast mlh1 rad18 – NCI yeast anticancer drug screen, S. cerevisiae mlh1 rad18 strain | % growth inhibition at 50 µM | 79,000 compounds, 11% hits | AID 175, 2004;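 further: 0% = growth of vehicle-only cultures of the same strain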
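Growth inhibition of the yeast strain was measured after compound exposure and expressed relative to vehicle-treated controls. The strain carries defined defects in DNA damage repair.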
yeast sgs1 mgt1 – NCI yeast anticancer drug screen, S. cerevisiae sgs1 mgt1 strain | % growth inhibition at 50 µM | 78,000 compounds, 10% hits;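 further: 0% = growth of vehicle-only cultures of the same strain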
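Yeast cells carrying a defined DNA-repair defect were exposed to test compounds. Growth inhibition was measured relative to vehicle-treated controls.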
rad50 – NCI yeast anticancer drug screen, S. cerevisiae rad50 strain | growth inhibition, % at 50 µM | 79,000 compounds, 10% hits;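 further: 0% = growth of vehicle-only cultures of the same strain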
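Genetically altered yeast (DNA repair pathway); compound treatment; growth inhibition vs vehicle ctrl.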
bub3 – NCI yeast anticancer drug screen, S. cerevisiae bub3 mutant strain; growth inhibition, % at 50 µM; 78,000 compounds, 9.9% hits;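 further: 0% = growth of vehicle-only cultures of the same strain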
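Readout: yeast growth inhibition, expressed relative to vehicle-only wells. The test organism is a mutant strain from a panel with lesions in DNA repair or checkpoint genes.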
Numbers without * were called inactive; & = joins results of further samples. No stated cut-off is given here; in the data, active means growth inhibition above about 70%; inactive means the rest. Compounds as they come. About 15% of those tested had a hit in this group.

SMILES	yeast cln2 rad14	yeast mec2-1	yeast mlh1 rad18	yeast sgs1 mgt1	rad50	bub3
CSC(=S)Nc1cc(C)ccn1	83*	70*	84*	81*	85*	86*
C=C1CC2CC[C@@]34C[C@@H]5O[C@@H]6C(O[C@H]7CC[C@H](CC(=O)OC8[C@@H](C)C9OC%10C[C@]%11(C[C@@H]%12O[C@@]%13(C[C@@H](C)[C@@H]%12O%11)C[C@H](C)[C@@H]%11OC%12CC(C(O)CO)OC%12C[C@@H]%11O%13)OC%10CC9O[C@H]8C[C@H]8O[C@@H](CC[C@@H]1O2)C[C@@H](C)C8=C)O[C@@H]7[C@@H]6O3)C5O4 (stereo not given in full)	70	75*	79*	76*	80*	83*
O=C1CC(NC(=O)C(F)(F)F)c2c(Br)sc(N3CCNCC3)c21 (stereo not given)	-2	12	-30	-25	6	-3
COc1ccc(N=NC(C(=O)c2ccccc2)C(=O)c2ccccc2)cc1	89*	93*	91*	92*	92*	91*
NC(N)=NC(N)=NCc1ccccc1	13	-2	1	4	5	2
CCN(CC)CCSc1nc2ccccc2s1	3	2	8	22	17	4
C=CC12CCCCC1C(NC)Cc1ccc(OC)c(O)c12 (stereo not given)	2	-2	-7	7	4	5
CC1(O)CC23CC1CCC2(C)C12CCCC(C)(C(=O)O1)C2CC3O (stereo not given)	12	-30	-51	-31	-23	-11
Cc1[nH]nc2oc(=O)c3ccccc3c12	24	2	31	5	36	-5
NC(=O)N1N=C2c3ccccc3OC[C@H]2[C@@H]1c1ccccc1	-3	-17	5	-7	11	-21
CC(=O)NC(Cc1ccccc1)C(=O)Oc1ccc([N+](=O)[O-])cc1 (stereo not given)	13	4	-2	15	10	25
O=[N+]([O-])c1cc(C(F)(F)F)ccc1Oc1cccc(C(F)(F)F)c1	-65	2	17	6	-13	43
O=C1NC(N2CCCC(CO)C2)=N/C1=C\c1ccc(Cl)cc1 (stereo not given)	24	-11	-19	-19	26	-18
COc1cc(/C=C/C(=O)O)ccc1OS(=O)(=O)O	12	-40	-9	-16	3	17
O/N=C1/C(=C/c2ccc(F)cc2)CCCC1C(NO)c1ccc(F)cc1 (stereo not given)	3	-22	-18	-8	-4	-6
Nc1nc(N)c(-c2ccccc2)c(CCC(=O)Nc2ccc(Cl)cc2)n1	-28	4	8	-3	-35	-22
N#Cc1c(/N=C/c2cc(Cl)cc(Cl)c2O)sc2c1CCC2	4	20	24	16	23	28
CC(COC(=O)c1ccc([N+](=O)[O-])cc1)(COC(=O)c1ccc([N+](=O)[O-])cc1)NC1CCCCC1	-27	-12	-8	8	-4	-11
CC1(C)COC(c2ccc(Cl)cc2)OC1	-12	15	26	4	17	20
O=[N+]([O-])c1ccc(-c2csc(=[N+]3CCCCC3)s2)cc1	-22	12	-48	15	12	-20
O=c1[nH]cnc2c1ncn2Cc1ccccc1	-32	5	-9	-4	4	-17
c1ccc2n[nH]nc2c1	2	-11	17	7	19	-5
CCOC(=O)c1c[nH]n(-c2ccccc2)c1=O	-3	-4	13	-5	10	-3
COc1cc2nc(C)oc(=O)c2cc1OC	-28	-17	1	11	19	-12
O=C(CSc1nccc(=O)[nH]1)c1ccccc1	32	82*	41	60	89*	86*
O=C1c2ccccc2C(=O)N1CC(O)COCc1ccccc1 (stereo not given)	-16	-26	-7	-32	-18	26
O=C(O)C(CCl)c1ccccc1 (stereo not given)	-17	-3	2	0	7	10
CC(=O)OC1CCC2(C)C3C/C(=N\O)C4(C)C(C(C)OC(C)=O)CCC4C3CCC2(C)C1 (stereo not given)	92*	97*	96*	96*	95*	93*
O=C(OC(=C(c1ccccc1)c1ccccc1)c1ccccc1)c1ccccc1	-22&-10	-10&0	20&11	15&-4	-7&13	6&0
CCCCCCCC(NC(C)=O)C(=O)O (stereo not given)	-10	-1	-36	-42	-13	-26
O=C1c2ccccc2C(=O)N1C1(C(=O)NC2(C(=O)O)CCCC2)CCCC1	3	-8	-9	-38	-2	-38
O=[N+]([O-])c1cccc(Cc2nncc3ccccc23)c1	0	36	18	18	4	44
O=C(CCl)N1CCN(C/C=C/c2ccccc2)CC1	-4	0	28	19	8	40
NC(=S)Nc1[nH]c(=S)nc2c1SC1=N/C(=C\c3ccco3)C(=O)N12	18	-14	28	26	7	34
COC1(OC)C=NNc2ncnn21	7	7	-2	8	12	-1
CC(C)OP(=O)(CCCCCCCCC/C=C/c1ccc2c(c1)OCCOCCOCCOCCO2)OC(C)C	97*	92*	98*	98*	98*	98*
CCOC(=O)CNC1C(NC(C)=O)C(OC)OC2COC(c3ccccc3)OC21 (stereo not given)	-12	7	-2	7	-8	-1
O=Nc1ccc(NO)cc1	22&-25	7&33	32&3	20&34	34&30	48&3
CC1CC2(OC2C)C(=O)OC2CCN(C)C/C=C(/COC(=O)C1(C)O)C2=O (stereo not given)	5	7	-52	21	2	-11
Cc1ccc2nc(CN3CCCC(O)C3)cc(=O)n2c1 (stereo not given)	18	19	40	47	24	24

Among those listed so far, seven contain a carbonyl joined to an NH by a bond outside any ring:
SMILES	yeast cln2 rad14	yeast mec2-1	yeast mlh1 rad18	yeast sgs1 mgt1	rad50	bub3
O=C1CC(NC(=O)C(F)(F)F)c2c(Br)sc(N3CCNCC3)c21 (stereo not given)	-2	12	-30	-25	6	-3
NC(=O)N1N=C2c3ccccc3OC[C@H]2[C@@H]1c1ccccc1	-3	-17	5	-7	11	-21
CC(=O)NC(Cc1ccccc1)C(=O)Oc1ccc([N+](=O)[O-])cc1 (stereo not given)	13	4	-2	15	10	25
Nc1nc(N)c(-c2ccccc2)c(CCC(=O)Nc2ccc(Cl)cc2)n1	-28	4	8	-3	-35	-22
CCCCCCCC(NC(C)=O)C(=O)O (stereo not given)	-10	-1	-36	-42	-13	-26
O=C1c2ccccc2C(=O)N1C1(C(=O)NC2(C(=O)O)CCCC2)CCCC1	3	-8	-9	-38	-2	-38
CCOC(=O)CNC1C(NC(C)=O)C(OC)OC2COC(c3ccccc3)OC21 (stereo not given)	-12	7	-2	7	-8	-1

Next compounds.
SMILES	yeast cln2 rad14	yeast mec2-1	yeast mlh1 rad18	yeast sgs1 mgt1	rad50	bub3
N#CCCC1(CCC#N)CCCCCCC(CCC#N)(CCC#N)C(=O)C1=O	16	-5	-16	-12	-10	-47
Cc1nc2c(cnn2-c2ccccc2)c(=O)o1	-31	2	51	-3	28	-1
Cc1c(N=Nc2ccccc2Cl)c(-c2ccccc2)nn1C(=S)S	97*	98*	98*	98*	96*	97*
Cc1ccc(S(=O)(=O)ON/N=C2/C3OC3[C@@H]3CCCC[C@H]23)cc1 (stereo not given in full)	7	-18	-14	-11	2	-7
CN(C)/C=N/n1c2ccccc2c2ccccc21	-8	-7	15	0	-2	24
COC(=O)c1cc([N+](=O)[O-])cc2ccccc12	11	-25	1	19	36	23
C=C(C)C1CC/C(C)=C/CCC2(C)OC2CC/C(CO)=C\C1O (stereo not given)	92*	93*	92*	93*	91*	92*
O=C(CN1C(=O)c2ccccc2C1=O)NCCO	-12	-29	-17	-12	-27	-29
O=C(c1ccccc1)C(C(=O)c1ccccc1)c1ccc2ccccc2n1	10	3	23	63	19	19
COc1nc(N)c(C(=O)CCl)c(=O)n1C	0	-8	16	6	3	-21
O=[N+]([O-])CC(c1ccccc1)C(C[N+](=O)[O-])c1ccccc1 (stereo not given)	14	-9	-5	0	7	15
CCC(=O)C(CCN(CC)CC)(CCN(CC)CC)c1ccccc1	71*	99*	98*	42	87*	99*
O=[N+]([O-])c1ccc(-c2nc3ccc([N+](=O)[O-])cc3[nH]2)cc1	22	10	25	9	16	8
COc1ccc(OC)c(NC(=O)C(=O)C(C(C)=O)c2nc3ccc(Cl)cc3[nH]c2=O)c1 (stereo not given)	12	8	-7	-16	-13	2
CC(C)(C)N(OC(=O)c1ccc(Cl)cc1)c1ccccc1	8	7	7	-1	-3	4
N#Cc1cc([N+](=O)[O-])ccc1NC(=O)/C(=N\NC(=O)c1ccncc1)C(c1cnc2ccc([N+](=O)[O-])cc2n1)[N+](=O)[O-] (stereo not given)	-16	11	3	-11	9	25
COC(=O)[C@@H]1Cc2ccc(OC)c(c2)OCCC(=O)N1	-3	0	-12	22	-37	-13
C[n+]1c(-c2ccc(NC(=O)c3ccc(C(=O)Nc4ccc(-c5cn6ccccc6[n+]5C)cc4)cc3)cc2)cn2ccccc21	51	56	76*	65	75*	58
CSCCOC(=O)C1C2CCC(O2)C1C(=O)O (stereo not given)	9	11	18	2	11	-1
Nc1ccc(P(=O)(Nc2ccc3ccccc3c2)Nc2ccc3ccccc3c2)cc1	80*	67	91*	89*	83*	83*

Limited to rad50, yeast cln2 rad14 and yeast mec2-1, for some of the entries so far:
SMILES	rad50	yeast cln2 rad14	yeast mec2-1
O=[N+]([O-])CC(c1ccccc1)C(C[N+](=O)[O-])c1ccccc1 (stereo not given)	7	14	-9
CCC(=O)C(CCN(CC)CC)(CCN(CC)CC)c1ccccc1	87*	71*	99*
O=[N+]([O-])c1ccc(-c2nc3ccc([N+](=O)[O-])cc3[nH]2)cc1	16	22	10
COc1ccc(OC)c(NC(=O)C(=O)C(C(C)=O)c2nc3ccc(Cl)cc3[nH]c2=O)c1 (stereo not given)	-13	12	8
CC(C)(C)N(OC(=O)c1ccc(Cl)cc1)c1ccccc1	-3	8	7
N#Cc1cc([N+](=O)[O-])ccc1NC(=O)/C(=N\NC(=O)c1ccncc1)C(c1cnc2ccc([N+](=O)[O-])cc2n1)[N+](=O)[O-] (stereo not given)	9	-16	11
COC(=O)[C@@H]1Cc2ccc(OC)c(c2)OCCC(=O)N1	-37	-3	0

Additional results follow:
SMILES	yeast cln2 rad14	yeast mec2-1	yeast mlh1 rad18	yeast sgs1 mgt1	rad50	bub3
CCc1ccc2c(c1)/C(=N\NC(N)=O)CCC2	-8	14	-10	-13	-11	10
C=C(C)C(C)(C)n1[nH]c(=O)n(-c2ccccc2)c1=O	-23	0	0	0	13	-13
COc1ccc(CCN2CN=C(Sc3ccc([N+](=O)[O-])cc3Cl)NC2)cc1OC	10	-11	11	8	11	22
COC(=O)C(Cc1ccc2c(c1)CCC2)Cc1ccc2c(c1)CCC2	-42	-16	-22	-7	-47	11
COc1ccc(OC)c(/C=C/C(=O)NC(CO)CSCSC)c1 (stereo not given)	-11	5	-24	-4	0	22
COc1cc2c(cc1OC)CN1CCc3cc(OC)c(OC)cc3C1C2 (stereo not given)	8&1	12&-55	18&-38	14&-28	16&-1	17&-51
Cc1nc(Cl)c(C#N)c(C)c1[N+](=O)[O-]	87*	82*	85*	70*	80*	75*
CCC1(C)CC(C)(C)c2ccc(C)cc21 (stereo not given)	-9	-3	-2	-6	-1	-3
Cc1c(-c2ccccc2)[nH]c2ccccc12	92*	92*	91*	94*	91*	92*
c1ccc(NN=C(c2ccccc2)c2ccccc2)cc1	92*	94*	95*	96*	94*	94*
CC(C)(C)[Si](C)(C)OCC1OC(n2cc(I)c(N)nc2=O)C(O[Si](C)(C)C(C)(C)C)C1O[Si](C)(C)C(C)(C)C (stereo not given)	32	61	87*	36	27	38
CN(C(=N)N)c1ccccc1	1	7	3	-1	2	-7
Cc1cc(NC(=S)SCc2ccc3c(c2)OCO3)ccc1Cl	90*	92*	90*	91*	92*	91*
CC1CCC2(OC1)OC1CC3C4CC=C5CC(O)CCC5(C)C4CCC3(C)C1C2C (stereo not given)	4&-4	-24&17	15&33	3&-2	13&22	15&1
Nc1nc(N)c2cc(N3CCCC3c3ccc(Cl)cc3)ccc2n1 (stereo not given)	90*	92*	91*	92*	91*	92*

Reprinted at random: two records from the list, in no set order.
SMILES	yeast cln2 rad14	yeast mec2-1	yeast mlh1 rad18	yeast sgs1 mgt1	rad50	bub3
c1ccc(NN=C(c2ccccc2)c2ccccc2)cc1	92*	94*	95*	96*	94*	94*
COc1ccc(CCN2CN=C(Sc3ccc([N+](=O)[O-])cc3Cl)NC2)cc1OC	10	-11	11	8	11	22

Whole records, quoted from the list. Screens in order: yeast cln2 rad14	yeast mec2-1	yeast mlh1 rad18	yeast sgs1 mgt1	rad50	bub3
`O=Nc1ccc(NO)cc1` reads 22&-25	7&33	32&3	20&34	34&30	48&3
`N#Cc1cc([N+](=O)[O-])ccc1NC(=O)/C(=N\NC(=O)c1ccncc1)C(c1cnc2ccc([N+](=O)[O-])cc2n1)[N+](=O)[O-]` (stereo not given) reads -16	11	3	-11	9	25

Screening data (PubChem)
